GAA glycogen – GAA glycogen-cleavage inhibition or activation. recombinant GAA, glycogen substrate, Amplex Red glucose oxidase fluorescence. Potency, µM (top dose mostly 76.4 µM), inactives show at the top dose activity change, negative = inhibition, most hits filed as inhibitors. 0.38% of 300,000 active. AID 2100; active = well fitted inhibition curve with a large enough effect; inconclusive = small, poorly fitted or top-dose-only effect, or another doubt; inactive = no such curve, though single readings can be large or run the other way;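 also: 0% = full enzyme reaction and -100% = no-enzyme basal signal; the screen sought inhibitors and activators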
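Natural-substrate format: glycogen cleavage by 4 nM human enzyme, glucose read by Amplex Red coupling (Ex 573, Em 610 nm). Normalized to enzyme and no-enzyme controls.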
Numbers without * were called inactive; ? = inconclusive; & = joins results of further samples; [ ] = dose if it differs, or a comment. Potency is read from the fitted curve at half-maximal effect. These rows are one share of the data, so the mix of outcomes need not match the whole.

Compound | GAA glycogen
O=C(Nc1ccc(S(=O)(=O)Nc2cnc3ccccc3n2)cc1)c1ccc([N+](=O)[O-])cc1Cl | -9%[76.3 µM]
Cc1ccc(OCc2cc(C(=O)N3CCC(C(O)C(C)C)CC3)no2)cc1C (configuration not stated) | -6%[76.3 µM]
O=C(NCc1ccco1)/C(=C\c1ccccc1)NC(=O)c1ccccc1 | -5%
COc1ccc(CN2CCN(C3CCC3)CC2CCO)cc1C (configuration not stated) | 8%[76.3 µM]
O=C(OCC(=O)N1CCCC1)c1cccc(Br)c1 | 3%
Cc1cccc(NC(=O)Nc2cnccn2)c1C | -7%[76.3 µM]
O=C(Nc1nnc(S(=O)(=O)N2CCN(c3ccc(F)cc3)CC2)s1)c1ccc(Cl)cc1 | -4%[76.3 µM]
CN1C(C(=O)NC(C)(C)C)=CC(c2ccc3c(c2)OCO3)=NS1(=O)=O | 16%[76.3 µM]
COc1ccccc1CN1CC(C(=O)NCc2cc(C(C)C)no2)CCC1=O (configuration not stated) | -2%[76.3 µM]
Cn1c(SCc2ccccc2)nnc1-c1ccc(O)cc1 | -2%[76.3 µM]
O=C(CCS(=O)(=O)c1ccc(Br)cc1)NCCc1ccc(Cl)cc1 | -1%
Cc1c(NC(=O)C23CC4CC(CC(C4)C2)C3)c(=O)n(-c2ccccc2)n1C | -7%[76.3 µM]
COc1ccc(C(C)=O)cc1CSc1nnc(-c2ccncc2)o1 | 3%
CCOc1cccc2cc(C(=O)NCc3ccccc3)c(=N)oc12 | -4%
Cc1ncc(CO)c2c1Oc1nc(-c3ccccc3)nc(SCC(=O)N3CCCCC3)c1C2 | -4%[76.3 µM]
CCC1CCCCN1C(=O)COc1ccc2c(c1)OCO2 (configuration not stated) | -5%[76.3 µM]
O=C1CC(c2ccc3c(c2)OCCO3)Oc2ccc([N+](=O)[O-])cc21 (configuration not stated) | -4%
NS(=O)(=O)c1ccc(CCNC(=O)c2ccc(CS(=O)(=O)c3ccc(Br)cc3)o2)cc1 | -5%[76.3 µM]
O=C(NCCc1cn[nH]c1)C1CCC(=O)N(CCc2cccc(F)c2)C1 (configuration not stated) | ?
CC(=O)Nc1ccc(NC(=O)Nc2ccccc2)cc1 | -1%
C/C(N)=C(/C#N)C(=O)COC(=O)C1=NN(c2ccccc2)C(=O)CC1 | -1%
CCC(=O)Oc1ccc(C(=O)Nc2cccc(NC(=O)c3ccco3)c2)cc1 | -2%
CC(C)N1CCc2c(sc(NC(=O)c3ccc4ccccc4c3)c2C(N)=O)C1 | 4%[76.3 µM]
Cc1ccc(NC(=O)CSc2nnc(-c3cc4occc4n3C)n2-c2ccccc2C)cc1F | -29%[76.3 µM]
CCOC(=O)c1c(NC(=O)CC)sc2c1CCN(Cc1ccccc1)C2 | 1%[76.3 µM]
O=C(NCc1ccc(Cl)cc1)c1cc(S(=O)(=O)N2CCCCC2)c[nH]1 | -20%&-15%[76.3 µM]
CCNC(=O)CC1C(=O)N(c2ccccc2)C(=O)N1CCOC (configuration not stated) | -3%
COC(=O)c1ccc(N2CCN(c3ccccc3)CC2)nc1 | 2%
COc1ccc(/C(=N/Nc2ncnc3ccccc23)C(=O)O)cc1 | 2%
Cc1cc(S(=O)(=O)N2c3ccc(F)cc3CCC2C)ccc1-n1cnnn1 (configuration not stated) | 3%
CCCCCN(C(=O)CCC(=O)OCC(=O)NCc1cccc(OC)c1)c1c(N)n(CCCC)c(=O)[nH]c1=O | -5%[76.3 µM]
COc1ccc(NC(=O)c2cc3c(CO)cnc(C)c3oc2=Nc2cccc(F)c2)c(OC)c1 | 2%
Cc1ccc(Cn2c(C(=O)O)c(CNCc3ccc(OC(C)C)cc3)c3ccc(C)cc32)cc1 | -15%[76.3 µM]
Cc1c(C)c2cc(Cl)c(OCC(=O)N3CCN(c4ccc(F)cc4)CC3)cc2oc1=O | 2%[76.3 µM]
COC(=O)C1CCN(C(=O)C2CCN(C(=O)[C@@H](NS(=O)(=O)c3ccc(C)cc3)C(C)C)CC2)CC1 | -17%[76.3 µM]
CCCCCOc1ccc(C(=O)Nc2ccc(S(=O)(=O)Nc3cc(C)on3)cc2)cc1 | -1%
CCCNC(=O)c1ccc(N2CCC3(CC2)CC(c2ccccc2)=NO3)c(NC(=O)c2cccc(OC)c2)c1 | 10%[76.3 µM]
O=C(Cc1ccccc1)Nc1nnc(-c2ccccc2)o1 | 2%[76.3 µM]
O=C(NCc1ccc2c(c1)OCO2)C(=O)NCC1OCCN1S(=O)(=O)c1ccc(F)cc1 (configuration not stated) | -9%[76.3 µM]
O=C(Cc1ccccc1)NCC(=O)Nc1cc(Cl)ccc1Cl | -1%[76.3 µM]
Cc1[nH]c(C)c(S(=O)(=O)Nc2cccc(Cl)c2C)c1C(=O)N1CCCC1 | 6%[76.3 µM]
CN(C)c1ccc(-c2nc(-c3ccncc3)no2)cc1[N+](=O)[O-] | -64%[76.3 µM]
COC(=O)c1ccc(COc2ccc3ccc(=O)oc3c2)o1 | -2%
CC(C)(C)NC(=O)C(c1ccc(F)cc1)N(CC1CCCO1)C(=O)CCC(=O)Nc1ccccn1 (configuration not stated) | 0%
CC(=O)c1cccc(NC(=O)C2=CC(c3ccc(F)cc3)=NS(=O)(=O)N2C)c1 | 1%[76.3 µM]
Cc1ccc2c(c1)N(C(=O)CCC(=O)NC1CCN(Cc3ccccc3)CC1)CC(C)O2 (configuration not stated) | -18%[76.3 µM]
COc1cccc(-c2c(NC(=O)c3ccco3)oc3ccccc3c2=O)c1 | -4%[76.3 µM]
CC(=O)N1c2ccc(S(=O)(=O)N3CCC(C(=O)NC(C)c4ccccc4)CC3)cc2CC1C (configuration not stated) | -11%[76.3 µM]
O=C(CN1CCN(S(=O)(=O)c2ccc(Cl)cc2)CC1)c1ccc(O)c(O)c1 | 8.9µM*
COC(=O)c1ccsc1NC(=O)CN1CCN(c2ncccn2)CC1 | 0%[76.3 µM]
CC1=NN(c2ccc(C(=O)O)cc2)C(=O)/C1=C/c1ccc(-c2ccccc2F)o1 | 7%
O=C(NCCc1ccc(Cl)cc1)c1ccc(OCC2CCCO2)cc1 (configuration not stated) | 0%
Nc1cc(N)cc(C(=O)Nc2ccc3c(c2)C(=O)NC3=O)c1 | -1%
COc1cccc(C(=O)Nc2ccc3[nH]ncc3c2)c1OC | 2%[76.3 µM]
Cc1ccc(S(=O)(=O)n2cnc(C)c2)cc1 | -8%[76.3 µM]
O=C(CNC(=O)c1ccc(Cl)cc1)OCC(=O)c1ccccc1 | 0%[76.3 µM]
CC(CC(=O)N1CCN(S(=O)(=O)c2ccc(Cl)cc2)CC1)n1cncn1 (configuration not stated) | 0%
CC(C)C(=O)Nc1ccc(Oc2ccc3c(c2)C(=O)NC3=O)cc1 | 10%[76.3 µM]
O=C(c1cccc(NS(=O)(=O)c2cccc(F)c2)c1)N1CCCC1 | 0%[76.3 µM]
COc1cccc(C(=O)Nc2nnc(CCS(=O)(=O)c3ccc(C)cc3)s2)c1 | 2%[76.3 µM]

New compounds follow:
SMILES	GAA glycogen
CCN(CC)C(=O)c1ccc(-c2nnc(Nc3ccc(C(=O)NC)cc3)c3ccccc23)cc1	1%[76.3 µM]
Cn1c(=O)c2ccccc2n2c(=S)[nH]nc12	?
CCc1ccc2oc(=O)cc(CN3CCN(Cc4ccccc4)CC3)c2c1	-13%
COc1cccc(C2c3[nH]c4ccccc4c3C[C@H]3C(=O)N(c4ccccc4C(=O)N4CCCC4C(=O)O)C(=O)N23)c1 (some centres not stated)	-6%[76.3 µM]
CC(=O)c1ccc(NC(=O)CSc2cn(CC(=O)N(C(C)C)C(C)C)c3ccccc23)cc1	12%[76.3 µM]
COc1ccccc1N(CC(=O)N1CCCCCC1)S(=O)(=O)c1ccc(C)cc1	8%
CCOC(=O)c1ccc(CN2Cc3ccccc3C2=O)cc1	2%
COCCCNc1ncnc2c1nc1n2CCCC1	0%
C/C(=N/NC(=O)CNC(=O)/C=C/c1ccccc1)c1ccco1	0%[76.3 µM]
CC(=O)Nc1ccc(S(=O)(=O)NCCc2csc(-c3cccnc3)n2)cc1	-6%[76.3 µM]
CCN1CCC(N2CCN(c3ccc(F)cc3)CC2)CC1	7%[76.3 µM]
Cc1ccnc(NC(=S)N2CCN(c3cccc(C(F)(F)F)c3)CC2)c1	-21%[76.3 µM]
COC(=O)c1ccc(C2c3[nH]c4ccccc4c3C[C@H]3C(=O)N(C4CC4)CC(=O)N23)cc1 (some centres not stated)	-4%
COc1ccc2c(Sc3ccccc3)c(C(=O)NCCCN3CCCCC3)[nH]c2c1	-11%[76.3 µM]
COc1cccc(N2CCN(S(=O)(=O)c3ccc4[nH]c5c(c4c3)CCCC5)CC2)c1	-8%[76.3 µM]
Cc1ccc(C)c(NC(=O)NNC(=O)c2cc3occc3[nH]2)c1	-1%[76.3 µM]
O=C(NC1CCSc2ccccc21)c1c(F)cccc1Cl (configuration not stated)	-6%[76.3 µM]
CCCCS(=O)(=O)N1CCC(C(=O)Oc2ccc(Cl)cc2)CC1	14%[76.3 µM]
CSc1cccc(NC(=O)c2cccc3cccnc23)c1	7%[76.3 µM]
C=CCn1c(SCC(=O)N2CCOCC2)nc2sc(C)c(C)c2c1=O	1%
CCCCN(C)CCNC(=O)c1cc2cc3ccc(OC)cc3nc2o1	3%
O=C(COC(=O)c1nsc(Cl)c1Cl)NC1CCCCC1	3%
CCOC(=O)c1c(-c2ccccc2)c2cc(OC)ccc2n1CCCN(C)C	-6%[76.3 µM]
Nc1ccc(-c2nc3cc(N)ccc3o2)cc1	1%[76.3 µM]
O=C(C1CC(=O)N(c2ccc(F)cc2)C1)N1CCN(c2ccccc2)CC1 (configuration not stated)	0%[76.3 µM]
Oc1ccc2ccccc2c1-c1sc(Nc2ccccc2)n[n+]1-c1ccc(F)cc1	-14%[76.3 µM]
COc1c(F)c(F)cc2c(=O)c(C(=O)O)cn(C3CC3)c12	1%
COc1cc(-c2nnc(SCC(=O)Nc3cccc(C#N)c3)o2)cc(OC)c1OC	-1%[76.3 µM]
COc1ccc(CCNC(=S)NC(=O)c2cccc([N+](=O)[O-])c2)cc1OC	1%[76.3 µM]
OCCCNc1ncnc2c1cnn2-c1ccc(Cl)cc1	1%
CC(C)(C)c1cc(CCC(=O)NCc2cccnc2)cc(C(C)(C)C)c1O	3%[76.3 µM]
CCOC(=O)c1c(CN2CCOCC2)oc2ccc(OC(C)=O)cc12	-1%[76.3 µM]
Cc1c(Cl)cccc1NC(=O)CCN1CCOCC1	5%[76.3 µM]
NCC(c1ccco1)c1c[nH]c2ccccc12 (configuration not stated)	0%[76.3 µM]
CCc1cccc(CC)c1NC(=O)C(CC)Sc1nc2ccncc2[nH]1 (configuration not stated)	-4%[76.3 µM]
Cc1ccc(C)c(NC(=O)C[n+]2ccccc2)c1	-1%[76.3 µM]
CC(=O)c1ccc(NC(=O)CN2CCN(CC(=O)Nc3ccc(C(C)=O)cc3)CC2)cc1	-5%
COc1ccc(S(N)(=O)=O)cc1C(=O)OCCCOc1ccc(F)cc1	2%
C/C(=N\Nc1ncc(Br)cn1)c1cccc([N+](=O)[O-])c1	3%[76.3 µM]
S=C(NCc1ccccc1)Nc1ccc2ccccc2c1	-18%[76.3 µM]
O=c1[nH]cnc2sc3c(c12)CN(Cc1ccccc1)CC3	0%
COc1ccccc1N1C(=O)C2C3C=CC(CC3)C2C1=O (configuration not stated)	-4%[76.3 µM]
CCOC(=O)C1CCN(Cc2cc(=O)oc3c(C)c(C)ccc23)CC1	6%
CC1CN(C(=O)CCC(=O)NCCc2ccccc2)c2ccccc2O1 (configuration not stated)	-6%[76.3 µM]
C/C(=N/N1CCN(Cc2ccccc2)CC1)c1ccc(Br)cc1	0%[76.3 µM]
O=[N+]([O-])c1ccc(Cl)c(NC2=NCCCCC2)c1	-4%[76.3 µM]
CCc1ccc2oc(C(=O)N3CCN(c4ccc(OC)cc4)CC3)cc(=O)c2c1	-6%
CN(CCc1ccccn1)Cc1ccc(Cl)c(Cl)c1	5%[76.3 µM]

Quoted from the entries so far, 13 compounds:
SMILES	GAA glycogen
Cc1c(Cl)cccc1NC(=O)CCN1CCOCC1	5%[76.3 µM]
NCC(c1ccco1)c1c[nH]c2ccccc12 (configuration not stated)	0%[76.3 µM]
CCc1cccc(CC)c1NC(=O)C(CC)Sc1nc2ccncc2[nH]1 (configuration not stated)	-4%[76.3 µM]
Cc1ccc(C)c(NC(=O)C[n+]2ccccc2)c1	-1%[76.3 µM]
CC(=O)c1ccc(NC(=O)CN2CCN(CC(=O)Nc3ccc(C(C)=O)cc3)CC2)cc1	-5%
COc1ccc(S(N)(=O)=O)cc1C(=O)OCCCOc1ccc(F)cc1	2%
C/C(=N\Nc1ncc(Br)cn1)c1cccc([N+](=O)[O-])c1	3%[76.3 µM]
S=C(NCc1ccccc1)Nc1ccc2ccccc2c1	-18%[76.3 µM]
O=c1[nH]cnc2sc3c(c12)CN(Cc1ccccc1)CC3	0%
COc1ccccc1N1C(=O)C2C3C=CC(CC3)C2C1=O (configuration not stated)	-4%[76.3 µM]
CCOC(=O)C1CCN(Cc2cc(=O)oc3c(C)c(C)ccc23)CC1	6%
CC1CN(C(=O)CCC(=O)NCCc2ccccc2)c2ccccc2O1 (configuration not stated)	-6%[76.3 µM]
C/C(=N/N1CCN(Cc2ccccc2)CC1)c1ccc(Br)cc1	0%[76.3 µM]

The list goes on:
SMILES	GAA glycogen
Cc1ccc(NC(=O)NCCCN2CCCC2=O)cc1Cl	4%[76.3 µM]
COc1ccc(OC)c(CNC(=O)CCn2c(=O)c3cccn3c3ccc(F)cc32)c1	14%[76.3 µM]
O=C(NCCc1ccccc1Cl)c1ccc2nc3ccccc3c(=O)n2c1	5%
CC1CCCN(C(=O)C2CCN(S(=O)(=O)c3cccc4nonc34)CC2)C1 (configuration not stated)	-1%

Screening results: PubChem BioAssay, National Center for Advancing Translational Sciences (NCATS)
